697 NFkB inh: lowers PMA/ionomycin-induced NF-kB signal in 697 B cells; 697 B-cell NF-kB luciferase reporter, 16 h; inhibition, % at 4 µM; 330,000 compounds, 0.33% hits; in the data active = inhibition above about 35%
CXCR6 inh: inhibitors of human CXCR6 receptor; 360,000 compounds, 0.36% hits; CHO-K1 PathHunter CXCR6 beta-arrestin, luminescence; O00574; inhibition, % at 20 µM; in the data active = inhibition above about 34%, passing the limit was not always enough;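 note: antagonist mode with CXCL16 agonist at 10 nM final; 0% = 10 nM CXCL16 with DMSO and 100% = unstimulated wells without agonist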
Target sequence (O00574 whole entry, looked up): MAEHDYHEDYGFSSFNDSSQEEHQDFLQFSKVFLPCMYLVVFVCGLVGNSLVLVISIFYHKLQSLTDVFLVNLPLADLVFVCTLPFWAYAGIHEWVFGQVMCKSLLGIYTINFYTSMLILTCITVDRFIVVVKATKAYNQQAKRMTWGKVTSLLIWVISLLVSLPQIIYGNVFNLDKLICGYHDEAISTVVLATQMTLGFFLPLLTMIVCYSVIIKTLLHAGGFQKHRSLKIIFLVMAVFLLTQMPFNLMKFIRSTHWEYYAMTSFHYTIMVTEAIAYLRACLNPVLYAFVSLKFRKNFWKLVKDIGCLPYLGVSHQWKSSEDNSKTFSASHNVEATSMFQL
CCR6 antag: blocks CCL20-driven beta-arrestin recruitment at human CCR6 | P51684 | CHO-K1 CCR6 PathHunter beta-arrestin, luminescence, CCL20-stimulated | inhibition, % at 20 µM | 340,000 compounds, 0.49% hits | AID 493098;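 active = compounds whose inhibition of the agonist-driven luminescence signal at 20 µM reaches about 50%, limit read from the data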;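 note: cells stimulated with CCL20 at 14 nM final; plate controls were DMSO with CCL20 for no effect and DMSO without agonist for full effect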
APJ antagonist: blocks the human apelin receptor APJ. P35414. CHO-K1 APJ beta-arrestin complementation, luminescence. inhibition, % at 20 µM. 330,000 compounds, 0.32% hits. AID 2521;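 active = inhibition above about 40% at 20 µM, limit read from the data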;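 note: cells challenged with 10 nM apelin-13 agonist together with compound; plate controls were apelin-13 plus DMSO wells for no effect and DMSO wells lacking apelin-13 for full effect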
EBI2 block: blocks human EBI2 receptor beta-arrestin signaling; 360,000 compounds, 0.81% hits; EBI2 beta-arrestin recruitment, luminescence, 7a,25-OHC stimulated; inhibition, % at 5 µM; P32249; AID 651636; in the data active = inhibition above about 38%;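 note: enzyme fragment complementation signal reports receptor beta-arrestin coupling in cells; 0% = agonist plus DMSO wells and 100% = wells without agonist; some results beyond the cut were filed as inactive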
Target sequence (P32249 whole entry, looked up, the tested form may be a part): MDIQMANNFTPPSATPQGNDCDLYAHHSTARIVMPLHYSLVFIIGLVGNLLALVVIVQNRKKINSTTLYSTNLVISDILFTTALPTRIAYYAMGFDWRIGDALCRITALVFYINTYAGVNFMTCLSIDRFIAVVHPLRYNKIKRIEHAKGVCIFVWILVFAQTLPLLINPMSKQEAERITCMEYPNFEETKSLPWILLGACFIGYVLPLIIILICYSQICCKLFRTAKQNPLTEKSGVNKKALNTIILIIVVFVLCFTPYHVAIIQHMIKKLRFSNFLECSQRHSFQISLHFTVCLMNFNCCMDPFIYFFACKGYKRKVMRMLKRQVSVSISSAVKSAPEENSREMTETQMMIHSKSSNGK
Jurkat NFkB inh: inhibitors of the PMA/ionomycin-induced NF-kB reporter in Jurkat cells. PMA/ionomycin-induced NF-kB luciferase reporter, luminescence. inhibition, % at 4 µM. 330,000 compounds, 0.53% hits. AID 435003; in the data active = inhibition above about 50%
Gli-Sufu antag: antagonists of Gli-Sufu signaling | inhibition, % at 5 µM | 340,000 compounds, 0.74% hits | Sufu-KO-LIGHT fibroblasts, Gli luciferase reporter luminescence;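 active = inhibition above about 55%, limit read from the data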;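 note: 0% = DMSO-treated cells and 100% = wells with medium but no cells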
UBC13 polyUb: blocks human UBC13 polyubiquitin chain formation; P61088; TR-FRET; inhibition, % at 20 µM; 330,000 compounds, 0.47% hits; AID 485273; in the data active = inhibition above about 45%, passing the limit was not always enough
Target sequence (P61088 whole entry, looked up): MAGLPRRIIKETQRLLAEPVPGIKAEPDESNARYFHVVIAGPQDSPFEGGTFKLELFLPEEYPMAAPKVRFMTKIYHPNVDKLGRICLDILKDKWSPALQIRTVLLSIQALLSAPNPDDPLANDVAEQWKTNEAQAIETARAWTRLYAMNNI
* hit, by the source's call; / = not tested or not shown.

SMILES,697 NFkB inh,CXCR6 inh,CCR6 antag,APJ antagonist,EBI2 block,Jurkat NFkB inh,Gli-Sufu antag,UBC13 polyUb
O=C(CN(c1ccc(F)cc1)S(=O)(=O)c1ccccc1)NC1CC2CCC1C2 (stereo unspecified),-3,-1,0,15,-4,-8,8,-2
C=CCNC(=O)c1ccccc1NC(=O)COc1ccc(OC)cc1,7,5,7,-13,2,16,5,7
O=C(COC(=O)CNC(=O)c1ccc(Cl)c([N+](=O)[O-])c1)NC(=O)CN1CCCC1=O,-1,2,9,13,1,1,0,-1
CCOC(=O)N1CCN(C(=O)c2cn(C)c3ccc(S(=O)(=O)N(CC)CC)cc3c2=O)CC1,16,1,6,0,-14,4,1,-1
C[C@@H](O)C1NC(=O)[C@H](CCCCN)NC(=O)c2cc([N+](=O)[O-])cc(F)c2NCCCC[C@@H](C(N)=O)NC1=O (stereo partly specified),24,3,5,15,-4,18,-4,96*
Cc1c(NC(=O)c2ccc(S(=O)(=O)N(C)C)cc2)cccc1-n1cnnn1,4,3,4,-2,2,-5,-1,7
CCCN1C(=O)/C(=C\c2nc3ccccc3c(=O)[nH]2)c2ccccc21,/,0,1,/,-24,/,-4,/
Cn1c(N)c(C(=O)COC(=O)/C=C/c2cccc(Br)c2)c(=O)n(C)c1=O,6,-4,3,18,-23,-4,0,5
O=C(O)CCC/C=C\C[C@@H]1[C@@H](/C=C/[C@@H](O)COc2cccc(Cl)c2)[C@H](O)C[C@@H]1O,5,1,-10,-1,-2,-4,-34,-2
CCOC(=O)C1CCN(C(=O)COC(=O)c2nc3nc(C)cc(C)n3n2)CC1,-12,-9,-4,-4,0,-2,-6,-3
NC(=S)Nc1ccc2c(c1)OCO2,21,0,1,10,2,-10,-5,8
Cc1cccc(N(C)S(=O)(=O)c2nnc(NC(=O)c3ccco3)s2)c1,-1,-4,10,-4,-15,-1,2,-2
O=C(Nc1ccccc1C(=O)NCc1cccnc1)c1ccccc1Cl,13,-1,3,13,9,-5,20,0
O=C(NCCc1ccccc1)C1CCN(C(=O)c2ccc(F)cc2)CC1,-4,2,0,6,-7,4,1,-2
COc1ccc(CCNC(=O)CCSc2nc(-c3ccco3)cc(C(F)(F)F)n2)cc1OC,-70,-4,-1,-11,19,-34,6,-18
CC(C)(C)SCCNC(=O)CN(c1ccccc1)S(=O)(=O)c1ccccc1,11,4,10,10,15,0,1,0
NC(=O)c1ccc(-n2nnnc2Oc2ccc(Br)cc2)cc1,21,-2,-14,-12,6,16,4,14
CCn1c(SCC(=O)NC(=O)NCc2ccco2)nc2sc(C)c(C)c2c1=O,7,0,-3,5,8,11,9,1
Cc1ccc(NC(=O)Cc2cn3ccsc3n2)nc1,-10,5,4,-19,-9,10,30,-11
Cc1cccc(CCNS(=O)(=O)c2cnc[nH]2)c1,-9,-2,-2,8,-6,-18,-4,-1
Cc1ccc2cccc(Oc3cnccn3)c2n1,14,-1,14,-3,-25,-13,0,8
COc1ccc(CN(C)Cc2nc3cc(OC)c(OC)cc3c(=O)[nH]2)c(OC)c1,5,-2,18,17,-7,9,13,4
CCN(C(=O)CSc1nnc(COc2ccccc2F)n1N)C1CCS(=O)(=O)C1 (stereo unspecified),-2,-5,0,4,10,-7,-3,-4
CC(C)(C)c1ccc(C(=O)NCC(=O)OCN2C(=O)c3ccccc3C2=O)cc1,13,-4,-21,7,3,7,-39,9
CC1(c2ccccc2)NC(=O)N(CC(=O)Nc2ccccc2C(=O)N2CCCCC2)C1=O (stereo unspecified),12,7,7,17,-3,7,-2,2
CN1CCN(/N=C/c2ccc(Br)cc2)CC1,-48,-1,-10,-9,-4,-62,-21,-3
CCc1cccc(NC(=O)CN2C(=O)NC3(CCCCCCC3)C2=O)c1,-3,7,13,-7,2,-12,-14,-1
CC1C(=O)N(Cc2ccc(F)cc2)c2ccccc2N1C(=O)c1c(F)cccc1F (stereo unspecified),10,-2,13,10,23,-9,13,5
O=C(CSc1nnc2scc(-c3ccccc3)n12)Nc1nsc(-c2ccc(Cl)cc2)n1,-71,1,6,-8,11,3,9,-2
Cc1ccc2nc(NC(=O)CCNS(=O)(=O)c3cccs3)sc2c1,6,-2,13,8,0,-19,-24,4
Cc1nc2c(ccc3nc(NC(=O)c4ccc(S(=O)(=O)N(C)C)cc4)sc32)s1,-58,10,14,11,-3,-19,-11,10
Cc1oc2ccc(OCc3ccccc3F)cc2c1C(=O)O,11,2,14,-4,-2,-11,-8,1
CN(CC(=O)Nc1ccccc1Cl)C(=O)Cn1cc(C(F)(F)F)ccc1=O,17,3,8,4,5,4,/,-1
O=C(/C=C/c1ccc([N+](=O)[O-])cc1)NCCSc1ccccc1,6,-4,5,-25,4,9,-2,3
Cc1ncsc1CCC(=O)N1CCCC(Nc2ccc(F)c(F)c2)C1 (stereo unspecified),-3,-2,-6,-33,11,0,1,0
COc1cccc(NC(=O)COc2cccc3c2CCNC3=O)c1,29,0,5,-13,-6,2,4,4
N=c1sccn1CC(=O)N1CCc2ccccc21,10,8,3,-3,4,-5,6,8
CCn1c(CN2CCN(c3ccc(Cl)cc3)CC2)nc2ccccc21,46*,-2,0,0,6,13,6,-7
CSc1nc2n(n1)C(c1cc(Br)ccc1F)C(C(=O)N(C)C)=C(C)N2 (stereo unspecified),-12,-7,5,9,-6,-12,-1,-16
COc1ccccc1-c1ccc(SCc2ccc(F)cc2)nn1,-40,1,6,-31,1,-7,11,-3
COc1ccc(C2CC(=O)N3CN(Cc4ccco4)CSC3=C2C#N)cc1 (stereo unspecified),18,14,13,-13,2,19,-14,-1
COc1cccc(CN(C)C(=O)c2ccc(NC(=O)CC3SC(N4CCCC4)=NC3=O)cc2)c1OC (stereo unspecified),11,0,-1,8,2,3,-8,4
CN(CC(=O)Nc1cccc(F)c1)C(=O)c1ccc2c(c1)S(=O)(=O)N=C1CCCCCN12,-8,1,-6,-60,6,-17,-1,-4
CCc1ccc(NC(=O)CC2C(=O)N(c3ccc(OC)cc3)C(=O)N2CCOC)cc1 (stereo unspecified),-1,-3,12,8,-3,4,-4,-5
CC(C)(C)S(=O)N1Cc2cn(Cc3ccccc3)c(=O)cc2[C@@H]1CCO (stereo partly specified),/,-1,-3,/,-5,/,-9,/
CC(C)C(=O)NCCc1nc2ccccc2n1CCCOc1ccc(Cl)cc1,0,-4,-7,-27,2,-11,-4,11
CC(=O)N1CCN(S(=O)(=O)c2cccc(C(=O)Nc3ccc(C)cn3)c2)CC1,-27,-3,-3,-2,-17,-20,-7,0
COc1ccc(N2CCN(Cc3nc4c(c(=O)n(C)c(=O)n4C)n3Cc3ccccc3C)CC2)cc1,/,0,10,/,8,/,4,/
CCc1cccc(C)c1NC(=S)N(CCN(C)C)Cc1cccs1,-11,3,12,38,6,5,-4,-2
COc1cc(C(=O)N2CCN(C)CC2)cc(OC)c1OC,24,4,12,9,3,-5,5,2
COC(=O)NC1CSCC1OC(=O)CN1C(=O)c2ccccc2C1=O (stereo unspecified),-16,5,11,-3,3,3,20,-13
O=S(=O)(CCc1nc2ccccc2o1)c1ccc(Cl)c(Cl)c1,-1,3,-5,-1,-1,-17,19,-2
Cc1cc(C)nc(-n2nc(C)c(Br)c2Nc2ccc(Br)cc2)n1,5,-2,1,15,12,-5,4,2
N#C/C(=C\C1=C(N2CCOCC2)C(=C\c2ccc(Cl)cc2)/CC1)C(=O)Nc1ccccc1F,/,11,31,/,14,/,6,/
COc1ccc(NC(=O)CS(=O)CC(=O)Nc2ccc(-n3cnnn3)c(C)c2)cc1 (stereo unspecified),14,-2,4,-8,-16,8,-30,6
COC(=O)c1cccc(NCN2C(=O)c3ccccc3C2=O)c1,10,8,12,-9,2,6,10,30
Cc1ccccc1NC(=O)NNC(=O)c1ccc2ccccc2c1O,6,5,-9,-83,1,7,3,2
O=C(C/C=N\OCc1ccc([N+](=O)[O-])cc1)Nc1ccc(F)cc1F,14,3,-2,-1,-10,0,0,2
C/C(=N\N=C1/NC(=O)C(C)S1)c1ccc([N+](=O)[O-])cc1 (stereo unspecified),-8,12,22,-12,-42,-3,8,-10
C=CCNc1nnc(SCC(=O)N2CCC(C(N)=O)CC2)s1,-11,0,1,17,-6,-13,-4,-6

(list continues)
SMILES,697 NFkB inh,CXCR6 inh,CCR6 antag,APJ antagonist,EBI2 block,Jurkat NFkB inh,Gli-Sufu antag,UBC13 polyUb
Cc1noc(C)c1CSCC(=O)N(CCC(C)C)c1c(N)n(Cc2ccccc2)c(=O)[nH]c1=O,2,2,14,-1,2,-7,6,-2
Cc1ccc(NC(=O)C2CCCCC2)c(O)c1,15,/,/,16,/,6,/,2
CCOC(=O)C1(Nc2nccs2)Sc2ccccc2NC1=O (stereo unspecified),-44,-8,-2,-2,6,45,-6,7
CC(=O)c1cnc(-c2cccc(Cl)c2)s1,-20,2,-5,-13,-2,-38,-54,-6
CC(=O)OCC1OC(OC(C)=O)C(NC(=O)c2cccnc2)C(OC(C)=O)C1OC(C)=O (stereo unspecified),-33,-4,-7,-8,-15,2,3,-3
COc1ccc(S(=O)(=O)Nc2c(C)nc3nc[nH]n3c2=O)cc1,-21,9,3,-39,8,-24,3,-12
CS(=O)(=O)Nn1cnc2ccccc2c1=O,5,1,-9,21,-6,-6,1,-2
CCOC(=O)C1=C(C)c2ccccc2OC1C(=O)OCC (stereo unspecified),-1,7,24,/,1,/,-2,/
Cc1nnc(N2CCN(c3ccccc3)CC2)[nH]c1=O,2,6,-4,-19,-1,-21,3,-3
Cc1ccc(OCC(=O)N2N=C(c3ccc(Cl)cc3)CC2c2ccco2)c([N+](=O)[O-])n1 (stereo unspecified),2,5,10,13,8,-6,25,2
COc1ccc(-c2cncnc2-c2ccc(OC)cc2O)cc1,7,-2,-8,-11,17,20,-8,5
c1ccc(C2CCCN(Cc3nc(CC4CC4)no3)CC2)cc1 (stereo unspecified),-13,4,13,3,3,-24,-14,9
CC(=O)Oc1ccc(-c2ccc(C(=O)NCCc3ccc(S(N)(=O)=O)cc3)cc2)cc1,19,13,6,-17,-8,6,42,6
Cc1ccc(S(=O)(=O)/N=C(/Nc2ccc([N+](=O)[O-])cc2)c2ccccc2)cc1,-2,10,22,-3,2,1,-1,-5
Cn1c(CCNC(=O)c2ccccc2F)nnc1SCC(=O)Nc1nncs1,4,-1,10,-7,2,19,4,-5
COC(=O)c1ccc(C(=O)OC)c(NC(=O)C(C)C)c1,9,-1,16,-6,0,5,-3,-3
CCOC(=O)C1C(=O)NCC2CCCC21 (stereo unspecified),7,1,-13,-6,-2,-9,3,1
COc1ccc(S(=O)(=O)CCc2nnc(NC(=O)c3cccs3)s2)cc1,-12,-5,-9,-5,-6,15,3,3
CC(OC(=O)c1nn(C)c(=O)c2ccccc12)C(=O)Nc1ccc(S(N)(=O)=O)cc1 (stereo unspecified),28,-3,-7,-50,5,1,-7,0
Cc1cccn2c(NC(=O)c3ccccc3F)c(-c3ccccc3)nc12,4,11,14,25,4,10,2,-1
O=C1CCN(S(=O)(=O)c2ccccc2)CCN1CCOCc1ccc(Cl)cc1,11,-3,8,5,-4,12,-2,6
Cc1cc(C)cc(NC(=O)C2CCCN2C(=O)NC2CCCCC2)c1 (stereo unspecified),5,4,8,-8,-1,2,-2,-2

One compound at a time, from the list above. Screens in order: 697 NFkB inh	CXCR6 inh	CCR6 antag	APJ antagonist	EBI2 block	Jurkat NFkB inh	Gli-Sufu antag	UBC13 polyUb
Shown for `COc1ccc(S(=O)(=O)CCc2nnc(NC(=O)c3cccs3)s2)cc1` : -12	-5	-9	-5	-6	15	3	3
Shown for `CCOC(=O)C1C(=O)NCC2CCCC21` (stereo unspecified) : 7	1	-13	-6	-2	-9	3	1
Shown for `Cc1cccn2c(NC(=O)c3ccccc3F)c(-c3ccccc3)nc12` : 4	11	14	25	4	10	2	-1

Compound activity (PubChem)
